# HCV core dimer = inhibitors of HCV core protein dimerization, primary screen, biochemical, TR-FRET, high-throughput; TR-FRET GST/Flag-core106 dimerization, 1536-well; inhibition, % at 5 µM; 0.33% of 300,000 active; AID 1899, 2009;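 active = inhibition above the mean of all tested compounds plus 3 SD, set per screening campaign, cut at about 45% in these data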
#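 Material: GST/Flag-tagged HCV core106 proteins. Incubation: 4 h, 22.5 °C incubation. Read-out basis: inhibition (%) from 671 over 617 nm ratio. Measured by: TR-FRET, excitation 340 nm, emission 617 and 671 nm.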
# TPT1 inhibitor = Candida albicans TPT1 enzyme inhibitors, primary screen, biochemical, fluorescence polarization; tRNA 2'-phosphotransferase TPT1 (Candida albicans SC5314); recombinant caTPT1, FP RNA substrate dephosphorylation; inhibition, % at 5 µM; 0.81% of 300,000 active; AID 1962, 2009;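 active = inhibition above the mean of all tested compounds plus 3 SD, set per screening campaign, cut at about 24% in these data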;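 note: plate controls were DMSO alone for no effect and ferristatin control at 100 nM for full effect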
# PP5 inh = PP5 phosphatase inhibitors, primary screen, biochemical, fluorescence. 0.18% of 320,000 active. inhibition, % at 6.7 µM. AID 1987, 2009. Serine/threonine-protein phosphatase 5 (Homo sapiens), P53041. purified PP5c, OMFP substrate fluorescence;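 active = inhibition above the campaign's mean inhibition across all tested compounds plus 3 SD, cut at about 9.5% in these data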;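 note: 0% = DMSO only and 100% = 100 µM cantharidin control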
# Target sequence (P53041 whole entry, looked up): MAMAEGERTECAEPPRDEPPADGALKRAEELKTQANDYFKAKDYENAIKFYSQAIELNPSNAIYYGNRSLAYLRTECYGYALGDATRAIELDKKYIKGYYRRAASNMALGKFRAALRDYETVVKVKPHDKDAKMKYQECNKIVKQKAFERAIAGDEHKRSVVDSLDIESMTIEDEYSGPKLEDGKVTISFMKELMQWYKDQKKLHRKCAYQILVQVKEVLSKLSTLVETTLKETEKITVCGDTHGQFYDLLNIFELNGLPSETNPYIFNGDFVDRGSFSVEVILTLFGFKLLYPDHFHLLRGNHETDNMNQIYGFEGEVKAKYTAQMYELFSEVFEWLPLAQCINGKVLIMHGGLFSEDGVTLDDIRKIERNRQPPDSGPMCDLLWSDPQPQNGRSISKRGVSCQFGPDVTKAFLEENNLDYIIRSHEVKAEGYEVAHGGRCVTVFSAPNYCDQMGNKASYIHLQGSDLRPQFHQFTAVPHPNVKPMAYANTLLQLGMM
# PP1 inh = PP1-alpha phosphatase inhibitors, primary screen, counter-screen for PP5 inhibitor project, biochemical, fluorescence, OMFP substrate, single point. 0.9% of 320,000 active. inhibition, % at 6.7 µM. Serine/threonine-protein phosphatase PP1-alpha catalytic subunit (Homo sapiens), P62136. purified PP1alpha;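 active = inhibition above the mean inhibition of all tested compounds plus 3 SD, computed separately for each screening campaign, cut at about 15% in these data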
# Target sequence (P62136 whole entry, looked up): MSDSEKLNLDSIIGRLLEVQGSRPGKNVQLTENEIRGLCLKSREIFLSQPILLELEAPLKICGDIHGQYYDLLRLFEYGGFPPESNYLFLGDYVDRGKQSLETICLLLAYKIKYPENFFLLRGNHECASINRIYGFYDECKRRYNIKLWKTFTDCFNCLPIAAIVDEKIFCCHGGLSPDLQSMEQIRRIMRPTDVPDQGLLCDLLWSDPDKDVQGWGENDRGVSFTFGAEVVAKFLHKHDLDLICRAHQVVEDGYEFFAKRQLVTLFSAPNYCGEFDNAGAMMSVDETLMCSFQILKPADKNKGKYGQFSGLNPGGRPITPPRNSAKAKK
# LYPLA2 counter = LYPLA2 inhibitors, primary screen, counter-screen for PME1 inhibitor project, biochemical, fluorescence polarization, FP-Rh probe ABPP; Acyl-protein thioesterase 2 (Homo sapiens), O95372; recombinant LYPLA2; inhibition, % at 5.9 µM; 0.38% of 320,000 active; AID 2177, 2009;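 active = inhibition above the screen-wide mean plus 3 SD, limit set per campaign, cut at about 26% in these data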;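 note: 0% = LYPLA2 with DMSO and 100% = wells lacking LYPLA2 enzyme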
# Target sequence (O95372 whole entry, looked up): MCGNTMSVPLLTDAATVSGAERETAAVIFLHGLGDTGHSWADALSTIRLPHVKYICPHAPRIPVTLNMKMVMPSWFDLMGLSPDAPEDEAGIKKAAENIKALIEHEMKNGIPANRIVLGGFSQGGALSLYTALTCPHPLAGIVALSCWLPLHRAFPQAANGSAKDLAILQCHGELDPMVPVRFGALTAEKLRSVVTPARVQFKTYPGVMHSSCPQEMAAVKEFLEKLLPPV
# Efflux pump inh = inhibitors of Candida efflux pumps in yeast, primary screen, S. cerevisiae, Nile Red, multiplex. S. cerevisiae Candida pump triplex. inhibition, % at 10 µM. 0.44% of 330,000 active. AID 485275, 2010;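 active = plate passing quality check with inhibition over a set limit, or well fluorescence over plate mean plus 4 SD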;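 note: Nile Red retained in pooled yeast measured as flow cytometry median fluorescence; 0% = buffer negative control and 100% = Enniatin B positive control; higher means more Nile Red kept so more efflux inhibition; some compounds called inactive have numbers as strong as hits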
# CTSL1 counter = Fasciola hepatica cathepsin L1 inhibitors, primary screen, counter-screen for PFM18AAP inhibitor project, biochemical, QFRET, fluorogenic peptide substrate | inhibition, % at 5.96 µM | AID 1906, 2009 | 0.49% of 300,000 active | recombinant F. hepatica cathepsin L1, Z-Leu-Arg-MCA fluorescence;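 active = inhibition above the mean of all tested compounds plus 3 SD, set per screening campaign, cut at about 17% in these data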;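 note: 0% = plate median of test compound wells and 100% = 1 µM Z-Phe-Ala-diazomethylketone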
# GASC-1 inh = inhibitors of GASC-1 histone demethylase, primary screen, biochemical, fluorescence, DELFIA europium; 0.069% of 330,000 active; GST-JMJD2C(1-420) H3K9me3 demethylation; Lysine-specific demethylase 4C (Homo sapiens), Q9H3R0; inhibition, % at 2.35 µM;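 active = more than half of a compound's replicate wells show inhibition beyond 50%, single wells judged on their own value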;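 note: signal counts dimethyl H3K9 product captured on neutravidin plate; 0% = median of DMSO wells and 100% = 0.3 times that DMSO median; strong numbers were not always called active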
# PREPL inhibitor = PREPL enzyme inhibitors, primary screen, biochemical, fluorescence polarization; recombinant PREPL, fluorescence polarization activity-based probe; 0.68% of 320,000 active; Prolyl endopeptidase-like (Homo sapiens), Q4J6C6; inhibition, % at 5.96 µM; AID 2751, 2010; in the data active = inhibition above about 43%;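 note: 0% = enzyme with DMSO and 100% = wells lacking enzyme; many of its hits are not listed in these tables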
# * marks the source's active call; other numbers are inactive results; · = not tested or not shown; & = joins results of further samples. An excerpt; the hit share may differ from the screen's.
entry	molecule	HCV core dimer	TPT1 inhibitor	PP5 inh	PP1 inh	LYPLA2 counter	Efflux pump inh	CTSL1 counter	GASC-1 inh	PREPL inhibitor
1	C=C(C)CN(CC)C(=O)CN1C(=O)NC2(CCc3ccccc32)C1=O (stereo not given)	-6	-1	-2.7	-1	-3	0.7	-1	-21	3
2	Cc1c(C)n(Cc2ccccc2)c2ccc(C(=O)O)cc12	3	-1	-1.1	-7	-7	-0.1	-6	-4	-12
3	COc1cc(OC)c(OC)cc1/C=N/NC(=O)C[n+]1ccccc1	4	0	1.8	-1	4	7.6*	1	9	-4
4	Cc1cccc(N2CC(C(=O)Nc3nnc(SCC(=O)N4CCOCC4)s3)CC2=O)c1 (stereo not given)	33	7	0.4	0	4	-0.5	7	10	4
5	Cc1csc(NC(=O)c2oc3ccccc3c2C)n1	0	-2	-1.0	6	-2	0.1	6	23	0
6	Cc1coc2cc3oc(=O)c(CCC(=O)NC4CC4)c(C)c3cc12	0	-2	-1.1	-8	3	-0.1	-9	6	8
7	CCOc1ccc(C(=O)Nc2cccc(C)n2)cc1	-10	7	0.6	0	-4	0.0	6	0	-9
8	Cc1ccc(N(Cc2cc3cc(C)ccc3[nH]c2=O)S(=O)(=O)c2ccccc2)cc1	21	-1	1.1	1	-2	-0.1	-1	-6	-9
9	Cc1ccc(C(=O)CCC(=O)NC2=NCCS2)cc1	·	·	1.0	1	1	-0.1	·	·	1
10	COc1ccc(C(=O)N[C@H](C(=O)OCC(=O)NC(=O)c2cccn2C)C(C)C)cc1	7	1	-0.5	3	2	0.1	-18	-5	-2
11	O=S(=O)(/C=C/c1ccccc1)N1CCN(c2ccc(F)cc2)CC1	-3	1	3.5	1	4	0.0	-4	-8	-63
12	COc1ccc(N2C(=O)[C@@H]3[C@H](C2=O)[C@H](C(=O)c2ccc(OC(C)=O)cc2)N2N=CC=C[C@@H]32)cc1	46*	6	-0.7	3	2	0.0	1	2	18
13	COc1ccccc1-c1c(C)nn2c(C)c(C(C)=O)cnc12	0	1	0.9	-4	3	-0.2	-4	14	-6
14	O=C(NCc1ccccn1)C1Nc2ccc(C(F)(F)F)cc2C2C=CCC12 (stereo not given)	-7	0	3.4	-4	11	0.2	2	-2	4
15	O=C1CC(C(=O)N(c2ccc(F)cc2)C(C(=O)NC2CCCC2)c2ccccn2)CS1 (stereo not given)	-1	-4	2.4	-2	5	0.0	-1	2&-20	5
16	O=c1ccc(C(F)(F)F)cn1Cc1cc(=O)n2cc(Br)ccc2n1	36	0	-1.3	1	4	0.0	-1	-7	11
17	COc1ccccc1S(=O)(=O)Cc1ccc(C(=O)NCc2ccc3c(c2)OCO3)o1	-10	-3	-1.4	-3	-1	-0.1	-1	-4	5
18	CCOC(=O)c1ccc(NC(=O)CSc2nnnn2CCCO)cc1	0	0	-1.0	0	1	0.0	0	-9	-7
19	Cc1cccc(C(=O)n2cnnc2N)c1	8	1	2.4	-1	1	0.0	-3	-6	-4
20	Cc1cc(N)ccc1-c1cc2ccccc2oc1=O	5	1	0.8	-7	-7	0.1	-1	6	2
21	Cc1nn(-c2ccccc2)c(C)c1NC(=O)COC(=O)CCOc1ccccc1	-14	-2	-1.4	-7	-3	0.0	-10	0	3
22	COc1ccc(-c2nnc(SCC(=O)N3CCCCC3)o2)c(OC)c1	-3	-1	0.1	2	1	-0.1	2	2	6
23	C/C(=N\NC(=O)CNC(=O)c1ccccc1F)c1ccco1	1	-1	-2.7	-3	0	0.0	-3	-4	0
24	O=C(c1cccs1)n1nc(-c2ccc(Cl)cc2)nc1NCc1ccco1	4	-1	-0.6	2	-5	0.0	4	3	-6

# Molecules listed so far containing fluorine:
entry	molecule	HCV core dimer	TPT1 inhibitor	PP5 inh	PP1 inh	LYPLA2 counter	Efflux pump inh	CTSL1 counter	GASC-1 inh	PREPL inhibitor
11	O=S(=O)(/C=C/c1ccccc1)N1CCN(c2ccc(F)cc2)CC1	-3	1	3.5	1	4	0.0	-4	-8	-63
14	O=C(NCc1ccccn1)C1Nc2ccc(C(F)(F)F)cc2C2C=CCC12 (stereo not given)	-7	0	3.4	-4	11	0.2	2	-2	4
15	O=C1CC(C(=O)N(c2ccc(F)cc2)C(C(=O)NC2CCCC2)c2ccccn2)CS1 (stereo not given)	-1	-4	2.4	-2	5	0.0	-1	2&-20	5
16	O=c1ccc(C(F)(F)F)cn1Cc1cc(=O)n2cc(Br)ccc2n1	36	0	-1.3	1	4	0.0	-1	-7	11
23	C/C(=N\NC(=O)CNC(=O)c1ccccc1F)c1ccco1	1	-1	-2.7	-3	0	0.0	-3	-4	0

# Additional entries:
entry	molecule	HCV core dimer	TPT1 inhibitor	PP5 inh	PP1 inh	LYPLA2 counter	Efflux pump inh	CTSL1 counter	GASC-1 inh	PREPL inhibitor
25	COc1ccc(N2CCN(C(=O)c3ccc(CS(=O)(=O)c4ccc(OC)cc4)o3)CC2)cc1	1	-4	-1.7	-6	-2	-0.2	1	-4	11
26	O=C(NCc1nc2ccccc2[nH]1)c1c(F)c(F)c(F)c(F)c1F	2	0	-6.5	2	-1	0.3	-5	-2	3
27	COc1cccc(C=Nc2cccc3c(=O)[nH][nH]c(=O)c23)c1O	18	4	0.0	2	2	0.1	1	2	9
28	O=C(Nc1nccs1)c1cccc2ccccc12	3	2	0.0	0	-1	0.2	0	7	-26
29	Cc1ccc(NC(=O)C2CCCN2C(=O)NC2CCCCC2)cc1C (stereo not given)	0	-2	-1.2	-4	8	-0.1	-1	-3	12
30	CN1CCc2nc(SC(C(=O)O)c3ccccc3)c(C#N)c(-c3cccs3)c2C1 (stereo not given)	10	3	0.9	1	-2	-0.1	1	-4	9
31	CC(C)(C)C(=O)NCCn1ccc2ccccc21	-10	1	-0.4	-5	-6	0.2	-1	-7	-3
32	O=C(CCS(=O)(=O)c1ccccc1)Nc1ccc2c(c1)C(=O)NC2=O	-2	3	-0.6	-2	0	-0.1	1	-3	8
33	CC1CCCCC12NC(=O)N(CC(=O)OCc1cccc(F)c1)C2=O (stereo not given)	·	·	0.7	-7	0	0.0	·	2	0
34	CCn1c(/C=C/Nc2ccccc2)[n+](CC)c2ccc(Cl)cc21	4	9	1.5	-2	-3	0.0	9	0	22
35	CCC(=O)c1ccc(N2CCN(S(=O)(=O)c3ccccc3)CC2)c(F)c1	2	-2	-2.3	-4	4	0.0	-1	0	7
36	COc1ccnc(CN(C)C(=O)C2CCC(=O)N(CCN(C)C)C2)c1 (stereo not given)	-5	-2	-1.2	0	5	-0.2	0	3	11
37	O=C(Nc1ccccc1F)C1CCCN(S(=O)(=O)c2cccc3cccnc23)C1 (stereo not given)	7	-2	0.2	-5	-1	-0.1	-2	23	-12
38	CN(C(=O)COc1ccc([N+](=O)[O-])cc1)C1CCS(=O)(=O)C1 (stereo not given)	2	-2	-1.9	-5	31*	-0.1	-1	-6	-1
39	Cc1nc(SCC(=O)N(C)Cc2ccco2)c2c(C)c(C)sc2n1	20	1	3.6	-3	-4	-0.1	7	2	10
40	O=C(COc1ccc(Cl)cc1)Nc1ccc2c(c1)C(=O)NC2=O	-2	-3	1.5	-1	4	0.1	-3	-1	1
41	COc1c2occc2cc2ccc(=O)oc12	-1	-1	0.4	-4	3	-0.1	1	·	6
42	CC(=O)NC1(C(F)(F)F)C(=O)Nc2c1c(=O)[nH]c(=O)n2CCc1ccccc1 (stereo not given)	1	1	1.7	-4	-1	-0.1	-1	-4	-4
43	COc1cccc(C(=O)NNC(=O)c2cccnc2)c1	-16	-2	1.0	-2	4	-0.1	-2	10	16
44	Cc1ccc(NCc2nnc(SCC(=O)O)n2-c2ccc(C)cc2)cc1	2	-5	-0.3	-3	-3	0.0	1	-3	-2
45	CC(C)CN(C(=O)COc1ccc([N+](=O)[O-])cc1)c1c(N)n(CC(C)C)c(=O)[nH]c1=O	·	·	-0.9	-1	0	0.1	·	15	-2
46	O=C(NCCCN1CCOCC1)c1cccnc1SCc1ccccc1Cl	-3	3	0.1	-5	0	0.1	-2	1	9
47	Fc1cccc2sc(N3CCCCC3)nc12	3	-8	-0.8	1	17	-0.1	-1	-4	8
48	CC1(C)CC(=O)C/C(=N\NC(=O)C2CC23CCC3)C1 (stereo not given)	-4	-2	-1.0	-1	-4	0.2	-4	2	14
49	CC1=C(Sc2nc3ccccc3[nH]2)C(=O)NC(C)(C)C1	2	-6	0.6	-5	-4	0.1	-4	4	1
50	CCOc1ccc(C(=O)NC(=S)Nc2ccccc2OC)cc1[N+](=O)[O-]	8	0	0.0	-2	5	0.0	1	6	3
51	COc1ccc(/C=N/NC(=O)c2ccc(NC(C)=O)cc2)cc1COc1ccc(F)cc1F	14	2	1.5	22*	-21	-0.2	-11	14	-13
52	CCC(C)NC(=O)c1cc2cc3ccc(OC)cc3nc2s1 (stereo not given)	-9	0	2.7	0	6	0.1	0	-7	-8
53	C/C(=N/NC(=O)c1cn(-c2cccc(C)n2)cn1)c1ccc(C)cc1	-6	-9	-0.7	-2	-2	-0.2	1	0	20
54	COCCNC(=O)CSc1cc(-c2ccccc2)c2ccc(OC)cc2n1	18	2	3.1	4	3	-0.1	2	-4	-1
55	CCOC(=O)N1CCc2c(sc3c2c(=O)n(Cc2ccccc2)c(=O)n3Cc2cccc(C)c2)C1	11	-6	1.0	0	4	-0.1	-1	23	-7
56	CN1CCN(C(=O)c2cnn(-c3ccccc3)c2NC(=O)c2ccc(Br)cc2)CC1	-18	3	-5.7	-2	-7	-2.8	-8	-5	12
57	O=C(c1cnc2n(c1=O)CCS2)N(c1ccccc1)C1CCCCC1	-3	-6	3.6	0	11	0.0	-5	1	15
58	Cc1ccc(C)c(CNC(=O)Nc2ccccc2)c1	2	2	3.9	-3	7	0.1	-1	9	-2
59	Cc1ccc(NC(=O)/C(C#N)=C/c2ccccc2C(F)(F)F)cc1	2	-4	1.3	0	3	-0.1	1	-14	13
60	CC1(C)OC(=O)C(=Cc2ccc(-c3ccc(Cl)c(C(=O)O)c3)o2)C(=O)O1	13	-1	1.1	-6	-2	0.0	-5	-4	-6

# Sorted by value in GASC-1 inh (descending): 3 from the list above
nr	compound	HCV core dimer	TPT1 inhibitor	PP5 inh	Efflux pump inh	GASC-1 inh	PREPL inhibitor
58	Cc1ccc(C)c(CNC(=O)Nc2ccccc2)c1	2	2	3.9	0.1	9	-2
57	O=C(c1cnc2n(c1=O)CCS2)N(c1ccccc1)C1CCCCC1	-3	-6	3.6	0.0	1	15
60	CC1(C)OC(=O)C(=Cc2ccc(-c3ccc(Cl)c(C(=O)O)c3)o2)C(=O)O1	13	-1	1.1	0.0	-4	-6

# Assay outcomes from PubChem.
